aGal spleen mod: qHTS Assay for Inhibitors and Activators of Human alpha-Galactosidase From Spleen Homogenate; human spleen homogenate, 4MU-alpha-Gal fluorescence, 40 min; Potency, µM (doses to about 80 µM), for inactives: top-dose activity change, negative = inhibition, hits mostly inhibitors; Alpha-galactosidase A (Homo sapiens), P06280; hit rate 0.008% among 240,000;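 also: 0% = enzyme with vehicle and -100% = no enzyme basal signal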
Target sequence (P06280 32-429 limits assumed): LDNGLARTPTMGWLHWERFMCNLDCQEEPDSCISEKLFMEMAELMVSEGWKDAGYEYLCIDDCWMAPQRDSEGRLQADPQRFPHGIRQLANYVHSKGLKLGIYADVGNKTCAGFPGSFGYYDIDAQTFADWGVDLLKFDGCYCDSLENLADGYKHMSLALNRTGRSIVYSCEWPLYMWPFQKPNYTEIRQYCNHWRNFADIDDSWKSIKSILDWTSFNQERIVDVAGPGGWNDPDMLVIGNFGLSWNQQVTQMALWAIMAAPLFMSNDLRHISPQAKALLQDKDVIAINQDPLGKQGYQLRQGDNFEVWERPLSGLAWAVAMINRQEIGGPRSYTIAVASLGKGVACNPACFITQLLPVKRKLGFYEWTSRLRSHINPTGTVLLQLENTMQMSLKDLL
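Inhibition or activation of alpha-galactosidase in human spleen homogenate is scored by 4-MU fluorescence after 40 min at 37C, pH 5.0, with 1 mM substrate. AC50s come from concentration-response fitted to the Hill equation.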
ALDH1A1 block: qHTS Assay for Inhibitors of Aldehyde Dehydrogenase 1 (ALDH1A1) | Potency, µM (doses to about 75.3 µM), for the others: top-dose activity, negative = inhibition, hits mostly inhibitors | Aldehyde dehydrogenase 1A1 (Homo sapiens), P00352 | AID 1030, 2008 | Purified ALDH1A1, NADH fluorescence, propionaldehyde substrate | hit rate 7.3% among 220,000; active = well fitted inhibition curve with a large enough effect, not every such curve was filed as active; inconclusive = small, poorly fitted or top-dose-only effect, or another doubt; inactive = no such curve, though single readings can be large or run the other way;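 also: plate controls were no enzyme wells and a reference inhibitor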
Target sequence (P00352 whole entry, looked up): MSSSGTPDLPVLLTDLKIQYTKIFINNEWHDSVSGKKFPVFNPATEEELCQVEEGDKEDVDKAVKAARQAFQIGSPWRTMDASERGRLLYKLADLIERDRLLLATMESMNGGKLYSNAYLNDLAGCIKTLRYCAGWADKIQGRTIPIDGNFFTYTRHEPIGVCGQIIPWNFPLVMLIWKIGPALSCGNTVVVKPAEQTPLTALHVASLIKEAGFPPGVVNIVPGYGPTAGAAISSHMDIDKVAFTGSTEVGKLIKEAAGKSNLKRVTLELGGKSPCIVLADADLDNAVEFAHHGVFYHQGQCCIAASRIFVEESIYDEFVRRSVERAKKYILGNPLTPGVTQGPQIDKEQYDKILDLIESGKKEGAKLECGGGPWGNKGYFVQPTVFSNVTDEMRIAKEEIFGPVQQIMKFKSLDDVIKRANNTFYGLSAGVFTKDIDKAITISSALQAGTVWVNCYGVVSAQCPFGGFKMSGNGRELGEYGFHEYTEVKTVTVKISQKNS
GAA glycogen: qHTS Assay for Inhibitors and Activators of Human alpha-Glucosidase Cleavage of Glycogen. Potency, µM (doses to about 76.4 µM), for inactives: at the top dose activity change, negative = inhibition, hits mostly inhibitors. AID 2100, 2009. Lysosomal alpha-glucosidase (Homo sapiens), P10253. recombinant GAA, glycogen substrate, Amplex Red glucose oxidase fluorescence. hit rate 0.38% among 300,000;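 also: 0% = full enzyme reaction and -100% = no-enzyme basal signal; the screen sought inhibitors and activators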
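qHTS, 1536-well; enzyme 4 nM final; cpd up to 77 uM; substrate bovine liver glycogen 30 ug; 50 mM citrate/phosphate pH 5.0, 0.01% Tween-20; 37 C, 40 min; Amplex Red detection 45 min RT; Hill fit → AC50.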
Tau fluor cs: Counterscreen qHTS for Inhibitors of Tau Fibril Formation, Fluorescence Polarization; Potency, µM (highest dose often 57.7 µM), for the others: top-dose activity change, negative = decrease; tau K18 P301L Alexa594 fluorescence, heparin fibrillization; AID 1463, 2008; hit rate 0.93% among 280,000; also: % is scaled to controls: 0 for no effect and ±100 for the full control effect; nearly all actives have a fitted effect of over 55% in size
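Human tau K18 P301L (15 uM unlabeled, 0.24 uM Alexa 594-labeled) in 100 mM sodium acetate pH 7 with 20 uM heparin, 6 hr at 37 C. ThT 30 uM added, 1 hr ambient; Alexa 594 FP and total fluorescence read at 555/632 nm.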
Epigenetic reg: Quantitative High-Throughput Screen for Regulators of Epigenetic Control | Potency, µM (titrated, usually from 53.9 µM), without a hit: at the top dose GFP activation, actives largely listed as activators | murine LDR cells, GFP reporter derepression, 30 h | hit rate 0.2% among 280,000 | AID 1865, 2009; also: % of control where 0% means no effect; nearly all actives have a fitted effect of over 60% in size
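Reporter derepression read as number of fluorescent GFP-positive objects, 20-120 um in size, counted by laser-scanning cytometer. Mouse LDR line with an epigenetically silenced CMV-GFP locus; compound incubation 30 h, 37 C.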
aGlu spleen mod: qHTS Assay for Inhibitors and Activators of Human alpha-Glucosidase From Spleen Homogenate; Lysosomal alpha-glucosidase (Homo sapiens), P10253; human spleen homogenate, 4-MU-alpha-glucoside fluorescence; Potency, µM (titrated, usually from 79.9 µM), for the others: at the top dose activity change, negative = inhibition, hits mostly inhibitors; hit rate 0.006% among 240,000; AID 2112, 2009;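 also: 0% = enzyme with vehicle and -100% = no enzyme basal signal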
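Human spleen homogenate (1 ug) with 4-methylumbelliferyl-alpha-D-glucopyranoside (1 mM final) in 50 mM citrate/phosphate pH 5.0, 0.01% Tween-20; 40 min at 37 C. Stopped at pH 10; 4-MU fluorescence Ex 365/Em 440 nm; AC50 by Hill fit.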
NPSR antag: qHTS Assay for Antagonists of the Neuropeptide S Receptor: cAMP Signal Transduction. Q6W5P4. CHO-NPSR cells, cAMP TR-FRET, antagonist mode. Potency, µM (top dose mostly 38.3 µM), for the others: at the highest dose activity change, negative = inhibition, most hits filed as inhibitors. hit rate 1% among 220,000. AID 1461, 2008; also: % is scaled to controls: 0 for no effect and ±100 for the full control effect; nearly all actives have a fitted effect of over 50% in size; many of its hits are not listed in these tables
GAA inhib: qHTS Assay for Inhibitors of Human alpha-Glucosidase as a Potential Chaperone Treatment of Pompe Disease; Lysosomal alpha-glucosidase (Homo sapiens), P10253; purified human GAA, 4-MU-alpha-glucoside fluorescence; Potency, µM (titrated, usually from 76.9 µM), inactives show at the top dose activity change, negative = inhibition, usual class: inhibitors; hit rate 0.005% among 200,000; AID 1466, 2008;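 also: plate controls were uninhibited enzyme wells for no effect and no-enzyme background for full effect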
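Compounds are titrated up to 77 uM against 4 nM human enzyme. Substrate 4-methylumbelliferyl-alpha-D-pyranoside (400 uM) reacts 20 min at room temperature in pH 5.0 buffer; liberated 4-methylumbelliferone is read at 440 nm.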
* = called active by the depositor; ? = inconclusive; · = not tested or not shown; [ ] = dose if it differs, or a comment. Unless noted, calls follow the shape of the dose curve; as a rule, active = well fitted curve in the direction sought with a large enough effect; inconclusive = small, poorly fitted or top-dose-only effect, or another doubt; inactive = no such curve, though single readings can be large; an effect the other way counts as inactive or inconclusive. Potency is read from the fitted curve at half-maximal effect.

SMILES | aGal spleen mod | ALDH1A1 block | GAA glycogen | Tau fluor cs | Epigenetic reg | aGlu spleen mod | NPSR antag | GAA inhib
CCSc1nnc(Cn2c(=O)sc3ccccc32)n1-c1ccc(OC)cc1 | -3.1% | 4.3% | -4.1% | -0.2% | -1.0% | -5.2% | 5.0%[46.1 µM] | 4.5%
CC(C)(C)NCCCCOc1ccc(F)cc1 | 5.6% | 8.2% | -1.4% | -1.4% | 0.7% | -0.6% | 5.8%[46.1 µM] | -12.3%[15.4 µM]
COc1cc(OC)c(OC)cc1/C=N/Nc1ncnc2c1[nH]c1ccc(C)cc12 | -0.3% | · | -0.5% | -18.8% | -0.1% | -3.4% | 6.2% | ·
CN(C)CCCN1C(=O)C(=O)/C(=C(/O)c2ccncc2)C1c1cccc(Br)c1 (stereo unspecified) | -5.4% | ? | 2.9% | 6.0% | -0.8% | -3.4% | 1.7%[46.1 µM] | -4.5%
O=C(O)c1cc(-c2ccncc2)nc2ccc(S(=O)(=O)N3CCOCC3)cc12 | -8.2% | 7.4% | 2.1% | -5.1% | -0.9% | -4.0% | -14.1%[46.1 µM] | -1.2%
Cc1c(C(=O)c2ccccc2)c2ccccn2c1CCC#N | -5.4% | · | 2.6% | -5.4% | -0.5% | -13.5% | -3.5% | ·
C=CCc1ccc(OCCCOc2ccc(C(=O)O)cc2)c(OC)c1 | -2.4% | -8.6% | -1.8% | 8.2% | 4.8% | 4.7% | -7.1% | 4.5%
CSc1cccc(NC(=O)c2ccco2)c1 | 2.1% | -2.3% | 4.0% | -8.8% | 5.1% | -0.4% | 10.1%[7.67 µM] | 1.3%
COc1ccc(NC(=O)N(CCN2CCCC2)Cc2cc3cc(OC)c(OC)cc3[nH]c2=O)cc1 | 0.9% | -10.7% | 8.2% | -1.2% | 0.7% | -2.2% | -6.5%[46.1 µM] | -3.5%
COc1ccc([C@@H](C)C(=O)c2ccc(O)cc2O)cc1 | -1.9% | -6.1% | · | -26.7% | -1.1% | 5.4% | · | ·
O=C(COc1ccc(S(=O)(=O)NCc2ccccc2)cc1Cl)NCC1CCCO1 (stereo unspecified) | -1.2% | -4.2% | -12.6% | -12.3% | 0.0% | 1.0% | -27.4%[46.1 µM] | -7.9%
COc1ccccc1Nc1nc(-c2cccc(N3C(=O)c4ccccc4C3=O)c2)cs1 | -2.5% | ? | 8.1% | ? | 1.3% | 1.3% | -7.8%[46.1 µM] | -0.8%
CCS(=O)(=O)n1nc(-c2ccc(Cl)cc2)nc1SC | 2.0% | ? | -12.0% | -6.8% | -1.0% | 7.2% | ? | 6.8%
CCOc1cc(/C=N/O)ccc1OCc1ccc(F)cc1 | -4.6% | 7.4% | -3.5% | -2.6% | -1.7% | -8.0% | -5.9% | -4.7%
OCCN1CCN(CC(O)COCC2COc3ccccc3O2)CC1 (stereo unspecified) | -0.4% | -5.8% | -3.4% | 0.7% | 1.0% | 1.8% | 6.6% | 0.5%
Cc1ccc(C2CC(c3ccccc3)=NN2c2ccccc2)o1 (stereo unspecified) | ? | ? | -12.8% | -16.6% | -3.5% | ? | -33.0% | ?
Cc1cc2nc(-c3cccc(NC(=O)c4ccc(Br)o4)c3C)oc2cc1C | 0.9% | ? | -13.8% | -2.2% | 2.0% | 4.3% | -29.4%[46.1 µM] | -4.4%
Nc1ncnc2c1ncn2C1CCCC1 | 0.3% | -5.8% | · | -24.6% | -1.2% | -6.3% | -4.5%[46.1 µM] | ·
COc1ccc(NC2CC(=O)N(C)C2=O)cc1 (stereo unspecified) | 4.8% | ? | ? | -10.1% | 5.2% | 0.1% | -1.2%[46.1 µM] | ?
COc1ccc(NC(=O)C2CCN(c3cc(-c4ccccc4)nc4ncnn34)CC2)cc1OC | -2.6% | 3.8% | -2.8% | -11.0% | -0.3% | -2.7% | -18.4%[46.1 µM] | -6.2%
COc1ccc(N2CCN(Cc3nc4c(c(=O)[nH]c(=O)n4C)n3CCCc3ccccc3)CC2)cc1 | -8.3% | ? | 7.1% | -7.4% | 0.0% | -5.0% | -25.1%[46.1 µM] | -4.1%
CCCn1c(=O)c2[nH]cnc2n(-c2ccc(Cl)cc2)c1=O | 8.0% | · | -0.6% | -1.0% | 2.4% | 2.7% | -2.5%[7.67 µM] | ·
CCOCCCNC(=O)c1cc(=O)n(Cc2cccc(C)c2)c2ccccc12 | -6.1% | ? | -6.4% | 3.0% | 2.4% | 0.1% | -6.2% | 0.2%
COc1ccc(-n2nnnc2SCC(=O)Nc2cccc(NC(C)=O)c2)cc1OC | 1.5% | 2.0% | -4.8% | -17.8% | -0.1% | 4.1% | -10.7%[46.1 µM] | 7.9%
NS(=O)(=O)c1ccc(NC(=O)COC(=O)/C=C/c2ccc([N+](=O)[O-])cc2)cc1 | -2.0% | 22.9% | 16.0% | -18.5% | 1.3% | -13.5% | 7.8% | 1.5%
O=C(NCc1ccco1)c1cccc(-c2nnc(-c3ccccc3)o2)c1 | -0.4% | ? | 1.4% | -8.6% | 0.0% | 0.3% | -23.3%[46.1 µM] | -3.2%
O=C1CC(=O)C(n2cncn2)C(c2ccc(Cl)cc2)C1 (stereo unspecified) | 5.3% | 7.0% | -0.9% | 5.8% | -0.9% | 2.0% | 8.7%[46.1 µM] | ?
Cc1ccc(CNC(=O)c2nc3nc(C)cc(C)n3n2)cc1 | -3.3% | 2.5% | 7.5% | -4.6% | 0.0% | -0.6% | -9.1%[46.1 µM] | -7.8%
CCn1c(CNc2ccc(OC)cc2)nnc1SCC(=O)c1ccc(OC)cc1 | 2.1% | 0.199µM* | ? | -18.9% | -1.1% | 2.1% | -18.6%[46.1 µM] | -13.5%
CCC(=O)Nc1nc2ccccc2n1Cc1ccccc1Cl | -2.7% | · | 9.0% | -7.9% | 11.1% | -0.5% | 1.3% | ·
CCOC(=O)c1ccc2[nH]c3c(c2c1)CCCC3O (stereo unspecified) | -3.1% | -0.3% | -6.9% | -6.4% | -1.5% | 7.8% | 10.0% | 0.9%
CC1CCC(=NNC(=O)Cc2ccccc2)CC1 (stereo unspecified) | 1.8% | ? | 4.4% | -5.5% | 0.0% | -2.2% | -1.0%[46.1 µM] | -0.5%
CCOc1ccc(NC(=S)N(CC)Cc2ccccc2)cc1 | 6.7% | 4.6% | -5.9% | -14.6% | -3.3% | 0.4% | -23.6% | 2.2%
N#Cc1c(-c2ccco2)c2c([nH]c1=S)CCCC2 | 4.4% | 20µM* | -7.6% | -20.5% | 0.0% | -4.0% | 1.3%[46.1 µM] | -8.6%
OCC1(CCc2ccccc2)CCN(Cc2cnc(N3CCCC3)s2)CC1 | -10.0% | ? | 2.6% | -4.2% | -0.3% | -11.9% | 31.1% | -13.6%
CSC1=N/C(=C\c2ccc(Br)o2)C(=O)S1 | 7.6% | ? | -14.0% | ? | -1.4% | 1.0% | -1.4%[46.1 µM] | -0.3%
CSC1CCCCC1(O)CSc1nc2ccccc2o1 (stereo unspecified) | -3.8% | -14.5% | -3.3% | -13.5% | -2.1% | 0.1% | -3.2%[46.1 µM] | -3.1%
O=C(CSc1nc(-c2ccco2)cc(C(F)(F)F)n1)N1CCN(c2ccc(Cl)cc2)CC1 | -0.5% | -10.5% | -9.5% | -20.5% | -1.0% | 2.0% | -10.5%[46.1 µM] | 1.7%
CCN(CC)c1ccc(NC(=O)c2ccccc2F)cc1 | 3.4% | -14.8% | 4.8% | -22.1% | -1.1% | -5.5% | -25.1%[46.1 µM] | -2.7%
O=C(Nc1nc2ccc(SC(F)F)cc2s1)c1ccc(NS(=O)(=O)c2ccc(F)c(F)c2)cc1 | -2.1% | ? | 7.9% | ? | 1.9% | -17.7% | 12.6µM* | -2.5%
CC(C)(C)c1cc2nc(N)nc(N)n2n1 | 5.8% | · | 7.2% | -6.7% | 0.1% | 3.0% | -30.5% | ·
CCOC(=O)c1csc(NC(=O)CSc2nnnn2CC)n1 | -1.0% | -10.9% | 0.5% | -5.3% | 0.0% | -3.8% | 10.1%[46.1 µM] | -0.6%
O=C(O)c1ccc(N/N=C/c2ccc(-c3ccccc3)cc2)cc1 | -1.0% | 3.0% | ? | 15.8µM*[quencher] | -1.4% | 6.7% | -50.6% | ?
CC(OC(=O)c1ccncc1)C(=O)Nc1cc(S(=O)(=O)N2CCCCC2)ccc1Cl (stereo unspecified) | 4.0% | -2.4% | 8.6% | 4.7% | 0.0% | 2.2% | -24.4% | 5.3%
CCN(c1ccccc1)c1nc(C#N)nc(N(CC)c2ccccc2)n1 | 10.3% | · | -17.5% | -13.4% | 2.2% | 0.6% | ? | ·
Cc1cccnc1NC(=O)c1ccc(S(=O)(=O)N2CC(C)OC(C)C2)cc1 (stereo unspecified) | -3.7% | 10.0% | -5.2% | -3.0% | -1.5% | -10.4% | ? | -0.8%
O=C(NCCCN1CCN(c2ccccc2F)CC1)Nc1ccccc1[N+](=O)[O-] | -1.5% | -13.0% | 4.1% | -7.9% | -4.6% | 1.7% | 4.3% | -32.6%
O=C(Nc1ccc2c(c1)OC1(CCCC1)O2)C1CC1 | 4.9% | 1.4% | -3.4% | -0.1% | -0.2% | 4.7% | 2.1%[46.1 µM] | -1.5%

Whole records, looked up by structure:
O=C(CSc1nc(-c2ccco2)cc(C(F)(F)F)n1)N1CCN(c2ccc(Cl)cc2)CC1 across the screens: aGal spleen mod: -0.5%; ALDH1A1 block: -10.5%; GAA glycogen: -9.5%; Tau fluor cs: -20.5%; Epigenetic reg: -1.0%; aGlu spleen mod: 2.0%; NPSR antag: -10.5%[46.1 µM]; GAA inhib: 1.7%
CSC1CCCCC1(O)CSc1nc2ccccc2o1 (stereo unspecified) across the screens: aGal spleen mod: -3.8%; ALDH1A1 block: -14.5%; GAA glycogen: -3.3%; Tau fluor cs: -13.5%; Epigenetic reg: -2.1%; aGlu spleen mod: 0.1%; NPSR antag: -3.2%[46.1 µM]; GAA inhib: -3.1%

Screening data: PubChem BioAssay, National Center for Advancing Translational Sciences (NCATS)

The list is partial; count on the stated rates, not on these rows.
